MITF inh – blocks human microphthalmia-associated transcription factor; inhibition, % at 2.6 µM; AID 1259374; O75030; AlphaScreen MITF homodimerization, bead proximity signal; 650,000 tested, 0.91% active; in the data active means inhibition above about 50%;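 further: 0% = vehicle wells with protein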
Target sequence (O75030 whole entry, looked up): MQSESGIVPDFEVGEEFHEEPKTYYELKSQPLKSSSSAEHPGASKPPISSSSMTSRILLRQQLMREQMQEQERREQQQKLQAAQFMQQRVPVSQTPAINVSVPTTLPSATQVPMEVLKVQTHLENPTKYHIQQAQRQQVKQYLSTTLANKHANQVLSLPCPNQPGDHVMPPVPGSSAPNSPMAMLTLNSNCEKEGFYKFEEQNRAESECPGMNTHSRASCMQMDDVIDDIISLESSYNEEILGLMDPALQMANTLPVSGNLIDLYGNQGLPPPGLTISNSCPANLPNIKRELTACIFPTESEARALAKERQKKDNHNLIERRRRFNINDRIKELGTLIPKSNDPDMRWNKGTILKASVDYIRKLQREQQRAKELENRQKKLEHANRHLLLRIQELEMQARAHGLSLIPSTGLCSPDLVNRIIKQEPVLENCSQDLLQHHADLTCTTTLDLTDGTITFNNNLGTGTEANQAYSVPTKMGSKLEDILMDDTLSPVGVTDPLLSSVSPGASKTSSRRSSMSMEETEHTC
TEAD-YAP inh – TEAD-YAP interaction inhibition | HEK-TIYL cells, TEAD-Gal4/YAP UAS-luciferase luminescence | 640,000 tested, 1.4% active | inhibition, % at 9.12 µM; in the data active means inhibition above about 32%;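 further: 0% = median of test compound wells and 100% = reference inhibitor wells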
GPR151 activ – activators of human GPR151. 650,000 tested, 1% active. activation, % at 11.2 µM. PathHunter beta-arrestin GPR151 cells, luminescence. Q8TDV0; in the data active means activation above about 4.9%;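 further: 0% = median of compound wells and 100% = cells with positive control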
Target sequence (Q8TDV0 whole entry, looked up): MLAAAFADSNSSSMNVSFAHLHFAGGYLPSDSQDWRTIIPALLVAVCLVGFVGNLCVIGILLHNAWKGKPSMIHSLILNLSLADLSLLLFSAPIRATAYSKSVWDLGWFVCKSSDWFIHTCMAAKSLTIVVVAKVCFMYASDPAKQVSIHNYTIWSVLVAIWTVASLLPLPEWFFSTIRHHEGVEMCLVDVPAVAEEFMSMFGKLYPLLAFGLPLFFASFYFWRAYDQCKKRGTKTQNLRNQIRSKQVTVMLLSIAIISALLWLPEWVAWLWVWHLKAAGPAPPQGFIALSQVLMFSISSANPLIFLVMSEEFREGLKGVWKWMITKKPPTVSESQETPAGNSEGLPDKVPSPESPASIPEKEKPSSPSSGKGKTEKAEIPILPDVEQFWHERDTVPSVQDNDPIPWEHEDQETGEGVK
FBW7 activator – human FBW7 E3 ligase activation, primary screen; 650,000 tested, 0.13% active; normalized activity (activation), % at 26.1 µM; Q969H0; AlphaScreen FBW7–phospho-cyclin E peptide binding, activator screen; in the data active means normalized activity above about 1.9%;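 further: purified mutant Fbw7 with reduced substrate affinity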
* marks the source's active call; other numbers are inactive results; x = not tested or not shown. Rows are unselected; overall some 3.4% were active at least once.

SMILES	MITF inh	TEAD-YAP inh	GPR151 activ	FBW7 activator
COc1cc(Nc2nc(Nc3ccc4ncccc4c3)nc3nc[nH]c23)cc(OC)c1OC	3	18	0.1	-0.1
CC(C)c1nnc(C2CCN(C(=O)c3cc4ccccc4[nH]3)CC2)o1	4	1	1.8	0.2
O=[N+]([O-])c1ccc(N/N=[N+](\[O-])C2CCCC/C2=N\O)cc1 (stereo unspecified)	5	-4	0.7	-0.3
COc1cc(/C=N/NC(=O)COc2ccc(Cl)cc2[N+](=O)[O-])cc(Cl)c1O	-3	0	0.8	0.0
CCc1ccc(NC(=O)CSc2nc3ccsc3c(=O)n2Cc2ccccc2Cl)cc1	0	3	0.3	0.1
CCCc1nnc(SCC(=O)N2CCOCC2)n1CCCOC	0	-10	0.0	-0.1
Cc1ccc2[nH]c3c(=O)n(CCN4CCN(Cc5ccccc5)CC4)cnc3c2c1	13	9	-0.3	0.3
CCOC(=O)N1CCc2c(sc(NC(=O)c3ccc(S(=O)(=O)N4CCCCCC4)cc3)c2C(=O)OC)C1	4	5	0.1	0.1
COc1ccc(CCNc2nc(NCCCN3CCCC3=O)nc3c2ncn3C(C)C)cc1	4	7	2.2	-0.1
CCOC(=O)CSc1nnc(NC(=O)CCc2ccccc2)s1	14	13	2.0	0.1
Cn1c(=NC(=O)CN2C(=O)CCC2=O)sc2cc(Br)ccc21	2	-5	0.3	-0.1
Cc1ccc(C2C3=C(Nc4[nH]c(=O)[nH]c(=O)c42)c2ccccc2C3=O)cc1 (stereo unspecified)	16	39*	-0.2	-0.4
CCCOC1(C(F)(F)F)NC(=O)N(c2cc(Cl)ccc2OC)C1=O (stereo unspecified)	8	5	-0.5	-0.1
COc1cc(NC(=O)CSc2nnc(-c3ccccc3N)c(=O)[nH]2)cc(OC)c1	5	-7	0.1	0.0
O=C(Nc1ccc(C(=O)N2CCCC2)cc1)C1COc2ccccc2O1 (stereo unspecified)	-1	-46	-0.5	0.1
COc1cc(N/C=C(/C#N)c2nc(-c3ccc(OC)c(OC)c3)cs2)c(OC)cc1Cl	-5	-1	2.5	-0.1
C=CCNc1nc2ccccn2c(=O)c1/C=C1\SC(=S)N(Cc2ccccc2)C1=O	10	-2	0.2	0.0
CCCCOC(=O)c1ccc(NC(=O)C2(c3cccs3)CCOCC2)cc1	-8	-4	1.4	-0.2
CNc1nnc(-c2ccc(N(C)C)cc2)s1	7	-2	-0.6	0.1
CCc1ccc(CN2CCc3nnc(CCNC(=O)COc4ccccc4)n3CC2)o1	16	-4	3.8	0.0
O=[N+]([O-])c1ccc(N2CCN(C/C=C/c3ccccc3)CC2)cc1	14	-3	-0.1	-0.4
C=CCN1C(=O)c2cccc3c(Br)ccc(c23)C1=O	-8	3	-1.0	0.8
O=C(/C=C/c1ccccc1)NC(=S)N1CCCCC1	-4	3	0.5	0.3
N#CC1(c2ccccc2)CCc2c(sc3ncnc(Cl)c23)C1 (stereo unspecified)	10	7	1.0	0.1
Cc1ccc(NS(=O)(=O)c2ccc3c(c2)CCN3C(=O)C2CCC2)c(C)c1	19	3	0.2	0.1

Further entries follow:
SMILES	MITF inh	TEAD-YAP inh	GPR151 activ	FBW7 activator
CCOc1ccccc1NC(=O)c1c(NC(=O)c2cccc(C)c2)sc2c1CCC2	-9	-8	-0.2	0.0
CN1/C(=C\C(=O)COC(=O)c2ccc(O)cc2)C(C)(C)c2ccccc21	6	5	-1.0	-0.2
O=C(O)c1cccc(S(=O)(=O)N2CCC(c3nc(-c4ccncc4)no3)CC2)c1	4	-1	1.6	0.1
O=C(Nc1cc(Oc2cccnc2)cc([N+](=O)[O-])c1)c1cc2nc(-c3cccs3)cc(C(F)(F)F)n2n1	4	0	-0.9	0.0
Cc1ccccc1CSC1=NCCN1C(=O)c1ccco1	-9	4	2.9	-0.4
CN(c1ccccc1)S(=O)(=O)CC12CCC(CC1=O)C2(C)C (stereo unspecified)	9	-6	-0.7	1.0
CN1C(=O)[C@H]2CN(Cc3cccc(F)c3)CCN2C(=O)[C@@H]1CO	4	-10	-0.4	0.0
CCOC(=O)c1cnc2c(C)c(Cl)ccc2c1Nc1ccccc1OCC	1	6	1.7	-0.2
COc1ccc(C2SCC(=O)N2c2ccc(OC)cc2)cc1 (stereo unspecified)	-18	-7	-0.2	0.0
O=C(/C=C1\NC2(CCCC2)Cc2ccccc21)Nc1ccccc1Cl	0	-7	-0.6	-0.1
Cc1nc2nc(SCC(=O)NCc3ccccc3)nn2c(C)c1Cc1ccccc1F	11	3	-0.8	0.5
CCC1S/C(=N\C(=O)NC2CCCCC2)NC1=O (stereo unspecified)	21	3	0.9	1.3
Cc1ccc(NC(=O)COC(=O)C2CC2C)cc1 (stereo unspecified)	-1	-12	-1.4	0.8
O=[N+]([O-])c1cccc(CSc2nnc(-c3ccncc3)o2)c1	4	12	-0.7	-0.2
Cc1sc2ncc(C(=O)NCC(C)O)c(=O)n2c1C (stereo unspecified)	13	5	-0.7	0.3
CCCCC(C)(O)C/C=C/[C@H]1[C@H](O)CC(=O)[C@@H]1CCCCCCC(=O)O (stereo partly specified)	-1	x	2.1	x
Cc1ccc(C(=O)N/C(=C\c2ccco2)C(=O)N2CCCCC2)cc1	-6	-6	-0.4	-0.4
NC(=O)C1CCN(C(=O)c2ccccc2CCc2ccccc2)CC1	-2	-7	-1.2	0.5
CC(C)[C@H](Cn1nc(-c2cccs2)ccc1=O)NC(=O)c1ccco1	1	7	-0.5	-0.1
O=[N+]([O-])c1cccc(CN2CCCC2)c1	-14	6	4.1	-0.1
Cc1ccc(CSc2nc3ccsc3c(=O)n2Cc2ccc3c(c2)OCO3)cc1	0	-1	-0.8	-0.1
COc1ccc2c(c1)SC(C)C(=O)N2Cc1ccc(C(F)(F)F)nc1 (stereo unspecified)	14	7	-1.2	0.4
CC(C)c1nnc(NC(=O)CSc2nnc3c4ccccc4n(CCc4ccccc4)c3n2)s1	6	-2	-0.8	-0.2
O=C(NC1CCCC1)C(Cc1ccccc1)N1Cc2ccccc2C1=O (stereo unspecified)	-11	-6	-0.4	-0.4
Cc1ccc([N+](=O)[O-])c(OCCNCCN2CCOCC2)c1	19	-4	-0.9	-0.1

Remaining list, next part
SMILES	MITF inh	TEAD-YAP inh	GPR151 activ	FBW7 activator
CCCCOC(C)n1cc(Cl)c(=O)[nH]c1=O (stereo unspecified)	8	7	5.1*	0.1
C=CCSc1nnc(NC(=O)CSc2nc3ccccc3s2)s1	7	-10	-0.8	0.0
COc1ccc(/C=C2/NC(=O)N(Cc3ccc(Br)cc3)C2=O)cc1	2	9	-0.6	0.0
CCN(Cc1ccccc1)C(=O)c1ccc([N+](=O)[O-])cc1	7	15	0.4	0.8
O=C(CSc1nc2ccccc2c(=O)n1CCCC(=O)N1CCN(c2ccccc2)CC1)c1ccccc1	6	7	1.1	0.0
COc1ccc(CC(=O)NNC(=O)c2ccc(C(C)(C)C)cc2)cc1	8	3	0.0	-0.3
COc1ccc(-c2cc(C(=O)O)no2)cc1OC	9	-3	-0.1	0.0
O=C(NC1CCCCCC1)c1cc2cc([N+](=O)[O-])ccc2oc1=O	9	11	-3.2	1.1
CCc1ccc(OCCCC(=O)Nc2ccc(OC)cc2OC)cc1	1	3	-0.6	-0.1
CC(C(=O)N1CCN(Cc2ccc3c(c2)OCO3)CC1)N(c1ccccc1)S(C)(=O)=O (stereo unspecified)	1	0	-0.3	-0.1
COC(=O)C1=CN(Cc2ccc(Cl)cc2)C=C(C(=O)OC)C1c1ccccc1OC	-18	-6	-0.4	0.4
COc1ccc(OC)c(N2C(=O)c3cccc4cccc(c34)C2=O)c1	20	-10	1.1	1.3
Nc1nc(Nc2ccccc2)nc2c1ncn2-c1ccsc1	13	37*	-1.5	0.0
CC1(C)C=Cc2cc3ccc(=O)oc3cc2O1	12	-15	0.0	0.5
O=C(Cn1nc(-c2ccc(F)cc2)ccc1=O)Nc1cccc(O)c1	-2	-12	-0.2	-0.3
CCOC(=O)c1c(NC(=O)C(C)Sc2nnc(CNC(=O)c3ccccc3OC)n2-c2cccc(C)c2)sc2c1CCC2 (stereo unspecified)	-14	-5	-1.1	-0.1
CC12OC(=N)C(C#N)(C(c3ccccc3)O1)C(C#N)(C#N)C2c1ccccc1 (stereo unspecified)	-3	-5	-2.0	-0.2
C=CCN(c1ccccc1)S(=O)(=O)c1ccc(F)c(C(=O)Nc2cccc(Cl)c2Cl)c1	3	-6	-4.0	-0.1
COc1cc(CN2CCCN(C)CC2)ccc1O	21	-9	-1.6	0.1
COc1ccc(CNC(=O)c2c(C(F)(F)F)nc3ccc(C)cn23)cc1	12	6	-0.3	0.9
Cc1ccc(C)c(N2CC(C(=O)Nc3c(C)cccc3C)CC2=O)c1 (stereo unspecified)	12	8	3.2	0.1
COc1ccc(/C=N/NC(=O)C(=O)N2CCN(c3ccccc3OC)CC2)cc1	13	1	-0.7	0.2
CCN(CC)C(=O)C1Sc2nnc(-c3ccccc3)n2NC1c1ccc(C)cc1 (stereo unspecified)	-8	1	0.1	1.1
CCOC(=O)c1c(NC(=O)C(C)Sc2c[nH]c3ccccc23)sc2c1CCC2 (stereo unspecified)	5	4	0.1	0.0
Cc1ccc(NC(=S)NCC23C=CC(O2)C2C(=O)N(c4ccc(C)cc4)C(=O)C23)cc1 (stereo unspecified)	23	-2	-0.8	1.6

6 entries picked at random from those above:
SMILES	MITF inh	TEAD-YAP inh	GPR151 activ	FBW7 activator
COc1ccc(/C=N/NC(=O)C(=O)N2CCN(c3ccccc3OC)CC2)cc1	13	1	-0.7	0.2
CCOC(=O)c1c(NC(=O)C(C)Sc2nnc(CNC(=O)c3ccccc3OC)n2-c2cccc(C)c2)sc2c1CCC2 (stereo unspecified)	-14	-5	-1.1	-0.1
CCN(Cc1ccccc1)C(=O)c1ccc([N+](=O)[O-])cc1	7	15	0.4	0.8
COc1cc(CN2CCCN(C)CC2)ccc1O	21	-9	-1.6	0.1
COc1ccc(/C=C2/NC(=O)N(Cc3ccc(Br)cc3)C2=O)cc1	2	9	-0.6	0.0
Cc1ccc(C)c(N2CC(C(=O)Nc3c(C)cccc3C)CC2=O)c1 (stereo unspecified)	12	8	3.2	0.1

A second format for some results above:
molecule,MITF inh,TEAD-YAP inh,GPR151 activ,FBW7 activator
CCCCOC(C)n1cc(Cl)c(=O)[nH]c1=O (stereo unspecified),8,7,5.1*,0.1
COc1ccc(CC(=O)NNC(=O)c2ccc(C(C)(C)C)cc2)cc1,8,3,0.0,-0.3

The list continues.
SMILES	MITF inh	TEAD-YAP inh	GPR151 activ	FBW7 activator
CCOc1ccc(NC(=O)Cn2cnc3sc(C)c(C)c3c2=O)cc1	7	7	1.2	-0.1
CCNc1nc(NCC)n2c(SCC(=O)Nc3cc(Cl)ccc3C)nnc2n1	12	-7	-1.5	0.3
O=C(O)C1C2C=CC(C2)C1C(=O)NCCCc1ccccc1 (stereo unspecified)	7	4	1.7	0.0
Cc1ccc2c(c1)NC(=O)C(CC(=O)NCCCN1CCC(N3CCCCC3)CC1)O2 (stereo unspecified)	-8	0	0.0	-0.3
CCOc1ccc(CCn2c3c(c(=O)[nH]c2=O)C(C(F)(F)F)(C(F)(F)F)N=C(c2ccco2)N3)cc1OCC	2	8	-1.7	0.5
COc1ccc(CCNc2c(-c3ccc(F)cc3)nc3cnccn23)cc1OC	-10	-23	-0.1	0.0
O=C(CSc1nnnn1-c1ccc(C(=O)O)cc1)Nc1ccccc1[N+](=O)[O-]	4	-12	-1.6	0.0
Cc1nc2ncnn2c(C)c1CCC(=O)NC(C)c1cccs1 (stereo unspecified)	8	3	-0.7	0.8
COc1ccc2c(c1)OC(C)CN(CC(=O)NCC(C)c1ccccc1)C2 (stereo unspecified)	11	9	0.0	0.1
COC(=O)c1ccc(/C=C2/N=C(c3cc(I)ccc3Cl)OC2=O)cc1	0	-1	-0.5	0.0
O=S(=O)(c1ccc2ccccc2c1)N1CCCCC1	-1	-1	-0.4	-0.1
O=C1c2ccc(S(=O)(=O)O)cc2C(=O)c2cc(S(=O)(=O)O)ccc21	-18	-9	-1.0	0.0
CS(=O)(=O)N1N=C(c2ccccc2)CC1c1ccc2nccnc2c1 (stereo unspecified)	9	-8	-0.9	-0.1
Cc1cc(N2CCN(c3ncccn3)CC2)nc2ccc(NC(=O)c3ccco3)cc12	23	22	1.2	0.3
N#Cc1ccc(-c2ncn(-c3ccc(Nc4nccc(-c5cc(F)cc(N6CCOCC6)c5)n4)cc3)n2)nc1	-2	5	-1.4	0.1
COc1cccc(CSc2nnc(-c3cccnc3)o2)c1	8	9	0.6	0.0

Shown as a markdown table: 6 of the compounds above.
| molecule | MITF inh | TEAD-YAP inh | GPR151 activ | FBW7 activator |
| --- | --- | --- | --- | --- |
| COc1ccc2c(c1)OC(C)CN(CC(=O)NCC(C)c1ccccc1)C2 (stereo unspecified) | 11 | 9 | 0.0 | 0.1 |
| Cn1c(=NC(=O)CN2C(=O)CCC2=O)sc2cc(Br)ccc21 | 2 | -5 | 0.3 | -0.1 |
| CS(=O)(=O)N1N=C(c2ccccc2)CC1c1ccc2nccnc2c1 (stereo unspecified) | 9 | -8 | -0.9 | -0.1 |
| Cc1nc2ncnn2c(C)c1CCC(=O)NC(C)c1cccs1 (stereo unspecified) | 8 | 3 | -0.7 | 0.8 |
| CCOC(=O)CSc1nnc(NC(=O)CCc2ccccc2)s1 | 14 | 13 | 2.0 | 0.1 |
| CCc1ccc(OCCCC(=O)Nc2ccc(OC)cc2OC)cc1 | 1 | 3 | -0.6 | -0.1 |

Compound activity (PubChem BioAssay)
